Assay outcomes deposited in PubChem BioAssay by several laboratories.
Rad51 HR inh: blocks human Rad51 in homologous recombination; Q06609; hRad51 DNA strand exchange, fluorescence dequenching; inhibition, % at 10 µM; 200,000 tested, 0.085% active; AID 1385;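 active = inhibition above 40% at the single screening dose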;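 also: 0% = DMSO control wells and 100% = blanks with heterologous ssDNA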
Target sequence (Q06609 whole entry, looked up): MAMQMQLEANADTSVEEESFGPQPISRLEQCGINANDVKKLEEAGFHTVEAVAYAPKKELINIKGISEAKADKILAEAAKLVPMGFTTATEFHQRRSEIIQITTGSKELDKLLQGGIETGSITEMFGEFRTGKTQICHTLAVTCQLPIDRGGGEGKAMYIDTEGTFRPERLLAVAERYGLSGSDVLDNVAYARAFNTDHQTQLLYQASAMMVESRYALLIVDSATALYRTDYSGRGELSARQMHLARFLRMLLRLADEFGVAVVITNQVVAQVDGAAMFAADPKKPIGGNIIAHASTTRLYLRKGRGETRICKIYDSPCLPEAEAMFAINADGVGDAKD
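Test system – preformed human Rad51 ssDNA filaments · Reagent – Donor/quencher-labelled 47-bp dsDNA substrate · Incubation – 37 °C 15-min filament assembly, 30-min compound preincubation, 15-min exchange · Signal – FRET fluorescence dequenching, excitation 485 nm, emission 520 nm · Read-out – percent inhibition from fluorescence, normalised to plate control and blank means · Benchmarks – plate control and blank wells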
Mdm2 ligase inh: blocks human Mdm2 ubiquitin ligase activity. 210,000 tested, 0.11% active. cell-based MDM2 ubiquitination luciferase reporter, 2 h; 0 = plate control, 100 = twice control, blank-subtracted. AID 1230. signal enhancement, % at 5 µM. Q00987;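 active = signal enhancement of 30% or more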;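 also: luminescence tracks abundance of the self-degrading MDM2-luciferase fusion protein; higher signal means inhibition of MDM2 E3 ligase activity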
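Assay system: stable mammalian line carrying autodegrading MDM2–luciferase fusion reporter; amount: 2000 cells seeded into each well; buffer or medium: DMEM; benchmarks: plate control and blank wells; signal: luciferase luminescence; timing: 2 h compound exposure at 37 °C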
FXIIa inh: inhibitors of human coagulation factor XIIa; P00748; purified FXIIa, Boc-QGR-AMC fluorogenic substrate, 2 h; inhibition, % at 5 µM; 220,000 tested, 0.3% active; AID 800; in the data active = inhibition above about 40%;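 also: 0% = enzyme with no compound and 100% = blank without enzyme; many of its hits are not listed in these tables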
Wee1 degr inh: blocks degradation of human Wee1 kinase; P30291; HeLa Luc-Wee1K328M stability, luciferase luminescence; 100% = proteasome inhibitor MG132 effect; reporter increase, % at 5 µM; 220,000 tested, 1.2% active; AID 1321;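 active = activation above the mean of all tested compounds plus 3 SD, set per screening run, cut at about 8.8% in these data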;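 also: cells exposed to compound for 20 h before luminescence read; 0% = DMSO alone and 100% = MG132 at 30 µM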
hK5 inh: blocks human kallikrein 5 protease activity; Q9Y337; inhibition, % at 5 µM; 210,000 tested, 0.59% active; recombinant hK5, fluorogenic AMC substrate cleavage;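 active = inhibition of 40% or more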;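 also: 0% = enzyme controls without compound and 100% = no-enzyme blanks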
Target sequence (Q9Y337 67-293 limits assumed): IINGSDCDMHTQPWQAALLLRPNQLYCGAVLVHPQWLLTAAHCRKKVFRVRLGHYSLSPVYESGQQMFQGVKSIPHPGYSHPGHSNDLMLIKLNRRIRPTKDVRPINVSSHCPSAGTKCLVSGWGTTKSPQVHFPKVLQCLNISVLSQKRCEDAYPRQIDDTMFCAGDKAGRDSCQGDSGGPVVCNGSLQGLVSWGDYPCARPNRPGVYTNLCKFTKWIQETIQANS
p97 ATPase inh: human p97 ATPase inhibition. recombinant p97 ATPase, Kinase-Glo ATP luminescence, 3 h. 220,000 tested, 0.42% active. AID 1481. inhibition, % at 8 µM. P55072; in the data active = inhibition above about 15%;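 also: 0% = DMSO vehicle and 100% = wells lacking enzyme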
FXIa inh 1536: inhibitors of human coagulation factor XIa. P03951. 220,000 tested, 0.14% active. purified FXIa, Boc-Glu-Ala-Arg-AMC fluorogenic substrate. AID 798. inhibition, % at 5 µM;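 active = inhibition of at least 40%; inactive = inhibition below 40%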;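 also: fluorescence of freed AMC excited at 355 nm; 0% = enzyme without compound and 100% = no enzyme blank; many of its hits are not listed in these tables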
eIF4E-4G inh: eIF4E/eIF4G interaction inhibition in translation initiation. inhibition, % at 21.7 µM. P63073+Q04637. 220,000 tested, 0.37% active. TR-FRET eIF4E-eIF4GI(517-606) binding, 2 h;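 active = inhibition above about 30%, limit read from the data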;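 also: 0% = full FRET control wells and 100% = background wells lacking eIF4GI fragment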
14-3-3 Bad PPI: disrupts binding of bovine 14-3-3 zeta to phospho-Bad peptide. inhibition, % at 21.7 µM. 220,000 tested, 0.71% active. P63103. TR-FRET 14-3-3zeta/Dy647-pBad peptide displacement, 1 h;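 active = inhibition above about 70%, limit read from the data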;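 also: 0% = full 14-3-3 plus peptide FRET controls and 100% = background without 14-3-3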
Target sequence (P63103 whole entry, looked up): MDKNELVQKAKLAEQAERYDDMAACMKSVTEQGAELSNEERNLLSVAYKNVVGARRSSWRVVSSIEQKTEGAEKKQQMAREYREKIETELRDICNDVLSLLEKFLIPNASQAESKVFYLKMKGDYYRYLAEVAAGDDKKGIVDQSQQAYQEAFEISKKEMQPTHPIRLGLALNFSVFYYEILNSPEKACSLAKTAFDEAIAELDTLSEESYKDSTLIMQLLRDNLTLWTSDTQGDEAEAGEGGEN
The depositor's hits bear a star; nt = not tested or not shown; [ ] = another dose, or the depositor's remark. Random draw from the library; 3.5% or so of the library scored in one or more.

SMILES	Rad51 HR inh	Mdm2 ligase inh	FXIIa inh	Wee1 degr inh	hK5 inh	p97 ATPase inh	FXIa inh 1536	eIF4E-4G inh	14-3-3 Bad PPI
COc1ccccc1Oc1cc(F)nc(N)n1	2	-17	5	4	1	6	-5	-13[fluorescence artefact?]	-6
CCCC(C)NC(=O)c1ccc(-c2ccccc2)cc1 (stereo not drawn)	nt	-14	5	0	nt	1	-1	2	0
COc1ccccc1OCCCc1c(C)n[nH]c1C	3	-22	9	0	-14	0	6	1	44[fluorescence artefact?]
Cc1cccc(-c2nc(CN3CCCC(C(=O)NC4CCCC4)C3)c(C)o2)c1 (stereo not drawn)	6	-3	12	4	-6	-5	1	7[fluorescence artefact?]	-4[fluorescence artefact?]
O=C(NCc1ccc(Cl)cc1)c1cc(=O)nc2sc(-c3ccccc3)nn12	3	-17	11	7	5	6	3	5	14
CCN1CCN(Cc2nc3c(c(=O)n(C)c(=O)n3C)n2C(C)C(C)=O)CC1 (stereo not drawn)	-4	31*	15	1	4	-6	20	-7	9
COc1cc(O)c(CCC(=O)c2cc(OC)c(OC)c(OC)c2)c(OC)c1	-13	3	7	5	-9	3	7	15	6
CC(C(=O)OCC(=O)c1ccc([N+](=O)[O-])cc1)N1C(=O)C2C3CCC(C3)C2C1=O (stereo not drawn)	nt	-7	1	-2	-7	-1	-4	5	3
O=CN1CCN(C(=S)Nc2ccc(OC(F)F)cc2)CC1	4	-17	10	4	1	0	-5	-3	-5
CC1CCN(CC(=O)Nc2ccccc2C(=O)c2ccccc2)CC1	nt	-7	9	-4	nt	-1	2	-3	-6
CC(NC(=O)Cc1cccs1)C(c1cccs1)N1CCOCC1 (stereo not drawn)	8	nt	21	1	-1	-6	11	2	8
CCn1nnc(NC(=O)COc2ccc(C3CCCCC3)cc2)n1	6	-19	6	2	-28	-5	-16	1	-4
CCN1c2ccccc2-c2nc3ccccc3n2C1c1cccs1 (stereo not drawn)	10	-12	-33	-1	-35	-6	-15	-18	-4[fluorescence artefact?]
COc1ccccc1Nc1nc(N)nc(CN2CCN(Cc3ccc4c(c3)OCO4)CC2)n1	nt	-11	11	2	2	2	3	4	7
COc1ccccc1NC(=O)CN1CCSc2ccccc21	18	9	12	7	3	3	2	0	-3
O=C(/C=C\c1ccccc1)Nc1ccc(NC(=O)c2ccco2)cc1	10	-7	3	-2	-6	2	5	-1	-5
O=C(O)CCCN1C(=O)C(=O)/C(=C(/O)c2ccccc2)C1/C=C/c1ccccc1 (stereo not drawn)	-8	-12	8	-3	-4	0	0	0	-8
CC(C)(CC(=O)O)CC(=O)NCc1c(Cl)cccc1Oc1ccccc1	2	-6	2	0	10	5	-9	1	0
CS(=O)(=O)N(CC(=O)NC1CCCCC1)Cc1ccc(Cl)cc1	2	-10	17	-1	10	-2	-9	-4[fluorescence artefact?]	14[fluorescence artefact?]
COc1ccc(C(=O)NCC(c2cccnc2)N2CCN(c3ccc(F)cc3)CC2)cc1OC (stereo not drawn)	-8	-4	-3	-2	-2	1	-7	3	-8
O=C(c1cc(F)ccc1F)C1CCCN(C(=O)c2ccc(F)cc2Cl)C1 (stereo not drawn)	18	-3	4	-1	nt	-5	2	0	0
C[C@@H]1C=C(C(=O)NC2CC2)O[C@H](OCc2ccc(CO)cc2)C1	7	7	6	nt	-1	nt	-2	-3	2
Cc1nn(Cc2ccc(Cl)c(Cl)c2)c(C)c1NC(=O)c1cn(-c2ccccc2)nc1-c1ccccc1	0	0	12	3	-5	-6	0	-1	12
CC(C(=O)NCCc1nc2ccccc2[nH]1)n1cc([N+](=O)[O-])cn1 (stereo not drawn)	-3	-2	10	2	nt	0	0	2	-8
CCOC(=O)c1c(NC(=O)c2c(C(=O)O)cccc2[N+](=O)[O-])sc(C)c1C	2	8	7	-4	-2	1	-2	-2	-6
CCOCCn1c(COc2ccc(C)cc2)nc2ccccc21	nt	-14	0	3	0	-10	-9	2	3
COC(=O)c1cccc(Nc2ncnc3sccc23)c1	-13	-6	10	14*	0	4	-1	-3	-12
O=C(NCCOc1cccc2cccnc12)c1cccs1	-5	-15	0	-1	-8	2	3	-2	1
CCC(C)N1CCCC1C(=O)Nc1c(C)cc(C)cc1C (stereo not drawn)	6	-6	18	2	-11	0	7	2[fluorescence artefact?]	17
COC(=O)CCC(=O)OC1(C)C(=O)C=C2C=C(C3CC3)N(C3CCCCC3)C=C2C1=O (stereo not drawn)	6	-3	6	nt	1	nt	-1	0	-9
COC(=O)C1=C(SC)N(c2ccc(OC)cc2)C(c2ccccc2)CC1=O (stereo not drawn)	nt	-5	-2	0	-13	-4	-9	5	5
O=C(CN1CCN(CCN2C(=O)c3cccc4cccc(c34)C2=O)CC1)c1ccc(Cl)cc1	5	-9	18	0	-4	2	5	-1[fluorescence artefact?]	17
COc1ccc(/C=C/C(=O)Nc2ccc(-c3nnc4n3CCCCC4)cc2)c(OC)c1	nt	nt	24	3	-19	5	21	6	-3
COc1oc(-c2ccccc2)nc1C(F)(F)F	-1	-7	-9	0	-20	-5	9	1[fluorescence artefact?]	-5
COc1cc(CC(=O)NNC(=O)c2cc(C)oc2C)cc(OC)c1OC	4	-7	11	1	-6	6	2	2[fluorescence artefact?]	-12
COc1cc(/C=C2/C(=O)N(c3ccccc3)N=C2C)ccc1OS(=O)(=O)c1ccccc1	-6	-6	2	0	-8	6	-6	3[fluorescence artefact?]	-2
CCOC(=O)C(CCCOc1ccc(C)cc1)C(=O)OCC	-4	-22	6	-1	2	-3	-5	-1[fluorescence artefact?]	-2
O=C(Cn1cnc2ccccc2c1=O)Nc1ccc2c(c1)OCCO2	-3	-6	26	11*	-15	1	5	-2	5[fluorescence artefact?]
COCCN(C(=O)Cc1cccs1)C(C(=O)NCc1ccc(OC)cc1)c1ccccc1 (stereo not drawn)	-1	-22	7	2	-6	-6	-7	0	-6
CCC(C)Sc1nc2ccccc2n1CC(=O)O (stereo not drawn)	-1	-7	-18	0	-9	-6	8	-2	22
Cc1cccc(/C=N/NC(=O)Cn2nc(C)cc2C)n1	10	1	5	2	-9	9	9	-1	-5
COC(=O)C(F)(F)Sc1c(C)[nH]c2ccccc12	9	-10	17	-3	-31	2	7	0	-1
CC1CCCC(NC(=O)COC(=O)c2ccc3ccccc3n2)C1C (stereo not drawn)	-5	-16	15	1	-11	-10	1	-9	2
CC(=O)c1ccc(C(=O)N2CCC(CO)(Cc3cccc(C(F)(F)F)c3)CC2)cc1	-14	-1	7	2	nt	-3	-2	1	-6
CC(CN(C)Cc1ccccc1)OC(=O)c1ccccc1F (stereo not drawn)	-14	-5	29	0	-8	-3	16	6	12
Cc1cccc(NC(=O)CSc2nnc(CCCCCNC(=O)OC(C)(C)C)o2)c1C	-3	-4	4	-2	-8	1	5	5[fluorescence artefact?]	-4
O=C(NN=C1c2ccccc2-c2ccccc21)c1ccccn1	nt	-10	13	1	2	-2	1	6[fluorescence artefact?]	44[fluorescence artefact?]
CC(=O)c1ccc(OCCCC(=O)NC(C)c2ccc(S(N)(=O)=O)cc2)cc1 (stereo not drawn)	2	-16	6	2	0	6	-3	2	-9
CC1CCCCC1NC(=O)c1cc2c(s1)CS(=O)(=O)C2 (stereo not drawn)	-2	-21	9	-1	-16	5	-6	-10	-5
Cc1cc(=O)n2ncnc2n1COCCO	4	-10	10	2	1	-4	-8	-1	3
CCS(=O)(=O)N1N=C(c2cccc(NS(C)(=O)=O)c2)CC1c1ccc(C)cc1 (stereo not drawn)	-42	-9	6	4	-5	-2	0	0	7
COc1cccc(C(=O)OCCCN(C)C)c1	-1	-3	6	-1	1	0	-1	-6[fluorescence artefact?]	-10[fluorescence artefact?]
CC(=O)Nc1ccc(S(=O)(=O)N2CCCC2C(=O)O)cc1 (stereo not drawn)	-2	-10	16	2	1	3	2	6	17
CCOC(=O)Cc1cc(=O)n2[nH]c(C)c(-c3ccccc3)c2n1	-2	-10	9	-1	-6	2	-5	-1	3[fluorescence artefact?]
O=c1sc2ccccc2n1CCOc1ccccc1	10	-38	13	-1	-10	1	-1	2	-3
CC(C)(C)NC(=O)C(OC(=O)Cn1nnc(-c2ccc(F)cc2)n1)c1ccncc1 (stereo not drawn)	2	-24	4	0	-3	2	-6	6[fluorescence artefact?]	3
COC(=O)CSc1nc2cc3c(cc2cc1C#N)OCO3	nt	-33	5	4	-1	4	0	-34	-7
Cc1ccccc1NC(=O)CN1C(=S)NC(C)(C)CC1C (stereo not drawn)	-10	-11	14	-2	40	-7	4	-4	10
Nc1nnc(SCC(=O)c2ccc3ccccc3c2)s1	nt	-5	-6	2	-5	4	-1	-14	-1
CCOc1ccc2[nH]c(=O)c(CN(CCOC)C(=O)N3CCOCC3)cc2c1	5	-17	-19	2	-16	2	-16	5	6

Record cards, from the list above. Order of screens: Rad51 HR inh, Mdm2 ligase inh, FXIIa inh, Wee1 degr inh, hK5 inh, p97 ATPase inh, FXIa inh 1536, eIF4E-4G inh, 14-3-3 Bad PPI
Shown for O=C(O)CCCN1C(=O)C(=O)/C(=C(/O)c2ccccc2)C1/C=C/c1ccccc1 (stereo not drawn) → -8, -12, 8, -3, -4, 0, 0, 0, -8
Shown for O=C(/C=C\c1ccccc1)Nc1ccc(NC(=O)c2ccco2)cc1 → 10, -7, 3, -2, -6, 2, 5, -1, -5
Shown for COC(=O)c1cccc(Nc2ncnc3sccc23)c1 → -13, -6, 10, 14*, 0, 4, -1, -3, -12
Shown for COc1ccccc1Oc1cc(F)nc(N)n1 → 2, -17, 5, 4, 1, 6, -5, -13[fluorescence artefact?], -6

More structures follow:
SMILES	Rad51 HR inh	Mdm2 ligase inh	FXIIa inh	Wee1 degr inh	hK5 inh	p97 ATPase inh	FXIa inh 1536	eIF4E-4G inh	14-3-3 Bad PPI
COc1ccc(S(=O)(=O)N2CCC(C(=O)N3CCc4ccccc4C3)CC2)cc1C	-5	-8	-10	5	-2	1	-8	3[fluorescence artefact?]	-5
COC(=O)c1ccc(S(=O)(=O)NCc2cccc(OC)c2)n1C	12	3	10	-2	3	1	3	-2[fluorescence artefact?]	6
N#C/C(=N\Nc1ccc(F)cc1)C(=N)N1CCCCCC1	1	-34	3	0	-1	-5	-3	-2	-3
NCC12CC3CC(CC(O)(C3)C1)C2	-4	1	8	-2	-1	3	-11	-5[fluorescence artefact?]	-8[fluorescence artefact?]
O=C(Oc1ccc2c(c1)OCO2)c1ccc(Br)c(S(=O)(=O)N2CCOCC2)c1	nt	-12	20	2	-15	-4	17	-2	4[fluorescence artefact?]
O=C(CC(c1ccccc1O)N1CCCCC1)N1CCCCC1 (stereo not drawn)	-4	-19	8	6	-5	7	3	3[fluorescence artefact?]	-9[fluorescence artefact?]
Cc1cc(NC(=O)c2cc(-c3ccccc3)on2)n(-c2ccccc2)n1	5	-13	-1	0	-1	2	0	1	7
O=C1NC(=Nc2ccccc2)S/C1=C/c1cccnc1	nt	4	7	-1	8	2	1	6	-12
Cc1ccc(C)c(NC(=O)C2(C)CC3c4ccccc4C2c2ccccc23)c1 (stereo not drawn)	-6	-10	24	0	22	2	15	10[fluorescence artefact?]	5
CCOC(=O)C1=C(C)NC(=O)NC1c1cccnc1 (stereo not drawn)	-8	-9	17	1	20	2	7	5	-10
